# Screening results as filed in PubChem BioAssay.
# HDAC3 inh = HDAC3 deacetylase inhibitors, primary screen, biochemical, fluorescence, cell-free homogeneous; inhibition, % at 8.3 µM; Histone deacetylase 3 (Homo sapiens), O15379; 0.15% of 320,000 active; recombinant HDAC3, fluorogenic peptide/trypsin coupled; AID 2718, 2010; in the data active means inhibition above about 26%, passing the limit was not always enough
# TMEM16A inh = TMEM16A chloride channel inhibitors, primary screen, cell-based, HTS; Anoctamin-1 (Mus musculus), Q8BHY3; HEK293 TMEM16A/YFP iodide influx fluorescence, ionomycin; normalized B-score (activity score, 25-100; higher = stronger inhibition) at 10 µM; 1.2% of 310,000 active; AID 588511, 2011;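 active means ratio plate-corrected score three or more library SD toward inhibition, starting fluorescence score within five deviations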;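 further: score derived from kinetic fluorescence span divided by baseline fluorescence per well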
# Target sequence (Q8BHY3 whole entry, looked up): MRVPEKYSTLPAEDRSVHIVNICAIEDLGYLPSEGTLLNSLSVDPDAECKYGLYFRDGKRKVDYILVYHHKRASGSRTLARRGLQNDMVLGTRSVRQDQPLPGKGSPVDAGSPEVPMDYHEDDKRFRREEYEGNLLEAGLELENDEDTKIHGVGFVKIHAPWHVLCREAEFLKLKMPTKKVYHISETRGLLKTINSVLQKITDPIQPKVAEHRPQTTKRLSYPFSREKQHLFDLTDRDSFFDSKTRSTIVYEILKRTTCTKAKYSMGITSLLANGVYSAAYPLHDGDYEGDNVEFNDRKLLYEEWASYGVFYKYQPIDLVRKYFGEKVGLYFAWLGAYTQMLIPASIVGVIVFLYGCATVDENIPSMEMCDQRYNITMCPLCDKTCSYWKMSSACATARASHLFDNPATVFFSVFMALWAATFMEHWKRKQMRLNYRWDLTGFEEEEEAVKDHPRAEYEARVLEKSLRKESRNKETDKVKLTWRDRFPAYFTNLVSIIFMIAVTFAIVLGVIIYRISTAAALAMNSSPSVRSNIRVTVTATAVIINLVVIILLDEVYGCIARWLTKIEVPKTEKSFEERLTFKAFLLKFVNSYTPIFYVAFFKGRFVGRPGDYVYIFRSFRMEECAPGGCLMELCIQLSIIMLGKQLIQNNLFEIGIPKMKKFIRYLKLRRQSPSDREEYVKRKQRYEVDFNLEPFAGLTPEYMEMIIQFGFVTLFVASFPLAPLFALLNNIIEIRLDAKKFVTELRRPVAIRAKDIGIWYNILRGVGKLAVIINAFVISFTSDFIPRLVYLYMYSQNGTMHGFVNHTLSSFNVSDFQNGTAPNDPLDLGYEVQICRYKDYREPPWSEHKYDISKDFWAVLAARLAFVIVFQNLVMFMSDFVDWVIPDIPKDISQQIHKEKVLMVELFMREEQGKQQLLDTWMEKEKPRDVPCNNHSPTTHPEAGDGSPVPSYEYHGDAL
# TRPC6 activator = mouse TRPC6 channel activators, primary screen, cell-based, HEK293, membrane potential dye. Short transient receptor potential channel 6 (Mus musculus), Q61143. HEK293-TRPC6 membrane potential dye fluorescence; active compounds read high. AID 2550, 2010. B-score at 10 µM. 0.13% of 310,000 active;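 active means B-score of the integrated fluorescence ratio above library mean plus 3 SD, and starting fluorescence ratio within library mean plus 5 SD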;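 further: higher score means more depolarization so channel activation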
# ANO1 activ = TMEM16A chloride channel activators or potentiators, primary screen, cell-based, HTS. 0.3% of 340,000 active. AID 623877, 2012. HEK293 TMEM16A/YFP-H148Q/I152L, iodide quench fluorescence; active compounds read low. B-score at 10 µM;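 active means fluorescence-ratio B-score plate-corrected deviation score at least 3 library SD below zero, with starting fluorescence score within 5 deviations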;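 further: channel opened by trigger with iodide after compound preincubation; score built on the fluorescence ratio of max minus min over baseline; more negative score means more quench and so TMEM16A activation or potentiation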
# MrgX1 antag = antagonists of human MrgX1 receptor, primary screen, HEK293 cells, Fluo-4 calcium flux; AID 588676, 2011; 1.3% of 310,000 active; Mas-related G-protein coupled receptor member X1 (Homo sapiens), Q96LB2; B-score at 10 µM; BAM8-22 antagonism; active compounds read low;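 active means calcium-response B-score plate-corrected more than 3 library SD below zero, starting fluorescence within 5 deviations, no agonist response on first addition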;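 further: peak minus trough fluorescence over baseline after final BAM8-22 challenge near maximal dose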
# RGS4 act = RGS4 potentiators or activators, primary screen, cell-based, HEK293 M3R inducible RGS4, calcium flux; carbachol calcium flux Fluo4; active compounds read low; 0.92% of 310,000 active; B-score at 10 µM;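 active means B-score of the integrated calcium signal more than 4 SD below the library mean, with starting fluorescence not abnormally high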;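 further: negative B-score means reduced calcium response which marks RGS4 activation or potentiation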
#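 test system = M3R-expressing HEK293 line, RGS4 induced by doxycycline | probe or stimulus = carbachol at ECmax as muscarinic agonist stimulus | timing = dye loading 30 min 37 °C, buffer rest 30 min RT | signal = calcium dye Fluo4 fluorescence | evaluation = B score from integrated fluorescence ratio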
# TRPC6 inh = mouse TRPC6 channel inhibitors, primary screen, cell-based, HEK293, membrane potential dye | Short transient receptor potential channel 6 (Mus musculus), Q61143 | ACh-evoked depolarization; active compounds read low | B-score at 10 µM | 1.1% of 310,000 active | AID 2553, 2010;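 active means B-score under library mean minus 3 SD, initial fluorescence not abnormally high, positive integrated signal ratio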;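 further: B-score derived from integrated fluorescence ratio over the kinetic read; more negative B-score means stronger inhibition of depolarization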
# RGS4 block = RGS4 inhibitors, primary screen, cell-based, HEK293 M3R inducible RGS4, calcium flux; Fluo-4 calcium flux; active compounds read high; triggered by carbachol at its EC20; B-score at 10 µM; 0.45% of 310,000 active;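 active means B-score, a plate-corrected calcium signal, over three deviations above library mean, with baseline fluorescence within five deviations of library mean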;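 further: RGS4 expression induced by doxycycline in cells with stable M3 receptor; B-score is computed from the integrated fluorescence ratio over baseline after carbachol; higher B-score means a larger calcium signal and so more RGS4 inhibition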
# MrgX1 ag = agonists of human MrgX1 receptor, primary screen, HEK293 cells, Fluo-4 calcium flux. Mas-related G-protein coupled receptor member X1 (Homo sapiens), Q96LB2. Fluo-4 calcium fluorescence, agonist mode; active compounds read high. B-score at 10 µM. 0.44% of 310,000 active. AID 588627, 2011;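 active means calcium response B-score plate-corrected fluorescence ratio at least 3 library SD, with starting fluorescence B-score inside 5 SD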
#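 Material: MrgX1-expressing HEK293 cells; input: 15,000 cells per well; doses: test compound given as first of three sequential additions; schedule: overnight plating before 1 h dye loading; technique: Fluo-4 NW calcium-flux fluorescence, kinetic read; evaluation: baseline-normalised fluorescence change ratio, B-scored; control set: plate-wise positive and negative controls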
# MrgX1 PAM = positive allosteric modulators of MrgX1, primary screen, HEK293 cells, Fluo-4 calcium flux | Mas-related G-protein coupled receptor member X1 (Homo sapiens), Q96LB2 | FDSS; active compounds read high | B-score at 10 µM | 0.63% of 310,000 active | AID 588675, 2011;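 active means plate-corrected calcium response at least 3 library SD above typical, normal starting fluorescence, not activating the receptor alone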;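 further: compound read alongside a low EC10 to EC30 dose of BAM8-22 agonist; peak minus trough fluorescence over baseline measured at the second addition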
# SKKanGAS inh = S. pyogenes SKKanGAS growth inhibitors in kanamycin, primary screen, streptokinase expression inhibitor project, SKKanGAS strain, BacTiter-Glo luminescence; 6 h; inhibition, % at 7.5 µM; 1.3% of 300,000 active;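 active means mean replicate score, as percent of positive control median, at least 50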;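 further: strain carries kanamycin resistance gene driven by streptokinase promoter and grows in 40 µg/ml kanamycin; loss of luminescence reflects streptokinase promoter inhibition or plain growth inhibition; 0% = median of DMSO wells and 100% = positive control at its reference dose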
# An asterisk follows results filed as active; i = inactive; nt = not tested or not shown.
molecule	HDAC3 inh	TMEM16A inh	TRPC6 activator	ANO1 activ	MrgX1 antag	RGS4 act	TRPC6 inh	RGS4 block	MrgX1 ag	MrgX1 PAM	SKKanGAS inh
Cc1cc(CNC(=O)C2CCC(=O)N(CCc3ccc(Cl)cc3)C2)no1 (stereo unspecified)	5	i	i	i	i	i	i	i	i	i	-5
CCN(CC(=O)Nc1ccccc1C(F)(F)F)C(=O)CSCC(=O)Nc1cc(C)on1	-3	i	i	i	i	i	i	i	i	i	-5
CCOc1cc(C(=O)NC(C)CCc2ccccc2)cc(OCC)c1OCC (stereo unspecified)	-6	i	i	i	i	i	i	i	i	i	10
O=c1ccnc(S/C=C/c2ccccc2)[nH]1	5	i	i	i	i	i	i	i	i	i	2
Cc1ccc(C(=O)C(O)C(c2ccc(C)cc2)N2CCCCC2)cc1 (stereo unspecified)	1	i	i	i	i	i	i	i	i	i	6
Cc1c(CCC(=O)O)c(=O)oc2cc3occ(-c4ccc(Br)cc4)c3cc12	-1	i	i	i	i	i	i	i	i	i	77*
CCOC(=O)Cc1csc(NS(=O)(=O)c2ccc3ccccc3c2)n1	-4	i	i	i	i	i	i	i	i	i	12
CCCCn1c(N)c(N(CCOC)C(=O)c2cc(-c3ccco3)nc3ccccc23)c(=O)[nH]c1=O	-8	i	i	i	i	i	i	i	i	i	-4
O=C1CSC(=S)N1/N=C/c1cc(Br)ccc1O	4	i	i	nt	i	i	i	i	i	i	-3
O=C(CSc1nnc(-c2ccco2)n1Cc1ccco1)NCc1ccccc1	2	i	i	i	i	i	i	i	i	i	-2
Cc1cc([N+](=O)[O-])c(NC2CCCCC2)c([N+](=O)[O-])c1	-1	i	i	i	i	i	i	i	i	i	8
COc1ccc2c(c1)C(C)=CC(C)(C)N2C(=O)Nc1ccccc1	-2	i	i	i	i	i	i	i	i	i	-3
CC(C)=CC(=O)Nc1nnc(C(C)C)s1	2	i	i	i	i	i	i	i	i	i	-2
Cc1ccc(CC2C(=O)N(c3ncccn3)C(=O)C2C)cc1 (stereo unspecified)	8	i	i	i	i	i	i	i	i	i	-2
CCOc1ccc(N(C(C)C(=O)Nc2cccnc2)S(C)(=O)=O)cc1 (stereo unspecified)	-5	i	i	i	i	i	i	i	i	i	-17
COc1ccc(N2CCN(C(=O)c3c(C)nn(-c4ccccc4)c3C)CC2)cc1	1	i	i	i	i	i	i	i	i	i	1
CCOc1ccccc1/C=N/N1CCN(Cc2ccccc2)CC1	-7	i	i	i	i	i	i	i	i	i	0
OCCN1CCN(c2ncnc3ccc(Br)cc23)CC1	nt	i	i	i	i	i	i	i	i	i	-3
Cc1nc2ncnn2c(N2CCC(C(=O)NC3CCCC3)CC2)c1Cc1ccccc1	-1	i	i	i	i	i	i	i	i	i	5
COc1ccccc1N/C(N)=N/c1nc(C(F)(F)F)cc(=O)[nH]1	3	i	i	i	i	i	i	i	i	i	9
COC(=O)CNc1cccc(C(F)(F)F)c1	1	i	i	i	i	i	i	i	i	i	0
CC(O)c1cccc(NC(=O)CC(c2ccccc2)c2ccccc2)c1 (stereo unspecified)	3	i	i	i	i	i	i	i	i	i	2
CCCC(=O)N1CCN(c2ccc(NC(=O)c3ccc([N+](=O)[O-])o3)cc2)CC1	nt	nt	i	i	nt	i	i	i	nt	nt	6
Clc1cccc2c3c([nH]c12)CCNC3	-4	i	i	i	i	i	i	i	i	i	3
O=C(Cn1cncn1)NCc1cccc(C(F)(F)F)c1	9	i	i	i	i	i	i	i	i	i	-23
NC1=NS(=O)(=O)NC1c1ccc(Cl)cc1 (stereo unspecified)	-3	i	i	i	i	i	i	i	i	i	-2
O=[N+]([O-])c1ccc(N/N=C/c2cccc(O)c2O)cc1	9	i	i	i	i	i	i	i	i	i	-3
COc1ccc(NC(=O)C(c2ccc(C)cc2)N(C)C(=O)c2ccc(=O)[nH]c2)cc1 (stereo unspecified)	1	i	i	i	i	i	i	i	i	i	2
N#Cc1cccnc1N1CCN(C(=O)c2ccc3c(c2)S(=O)(=O)c2ccccc2C3=O)CC1	15	i	i	i	i	i	i	i	i	i	40
N/C(Cc1ccc([N+](=O)[O-])cc1)=N\OC(=O)C1CCCCC1	-10	i	i	i	i	i	i	i	i	i	-4
CCN(CC)c1ccc(/C=C2/C(=O)c3ccc(C(=O)O)cc3C2=O)cc1	6	i	nt	i	i	nt	nt	nt	i	i	nt
COCCN(C(=O)CSc1nnc(-c2ccccc2F)n1N)c1c(N)n(Cc2ccccc2)c(=O)[nH]c1=O	4	i	i	i	i	i	i	i	i	i	-5
COc1ccccc1C(=O)N/C(=C\c1ccccc1)C(=O)NC(C)C(=O)O (stereo unspecified)	2	i	i	i	i	i	i	i	i	i	12
COc1ccc(C(=O)N2CCC(C(=O)Nc3ccc4c(c3)OCO4)CC2)cc1	1	i	i	i	i	i	i	i	i	i	-6
O=C(C/C=N/OCc1ccc(Cl)cc1Cl)c1ccc(Cl)cc1	1	i	i	i	i	i	i	i	i	i	36
O=[N+]([O-])c1cc(S(=O)(=O)N2CCCCCC2)ccc1F	2	i	nt	-6.6*	i	nt	nt	nt	i	6.6*	nt
O=C(COC(=O)c1n[nH]c2ccccc12)c1ccc(F)c(F)c1	14	i	i	i	i	i	i	i	i	i	2
CC(NC(=O)Nc1ccc(Cl)cc1)c1ccccc1 (stereo unspecified)	0	i	i	i	i	i	i	i	i	i	1
CCOC(=O)c1cc(C)n(S(=O)(=O)c2ccc(C)cc2)c1C	5	100*	i	i	i	i	i	i	i	i	22
CC1=CC(C)(C)N(C(=O)c2ccccc2)c2ccc(C)cc21	nt	nt	i	i	nt	i	i	i	nt	nt	63*
CC1(C)CCCN(Cc2c(O)ccc3c(=O)c(-c4nc5ccccc5s4)c(N)oc23)C1	nt	i	i	i	i	i	i	i	i	i	14
COC(=O)CSc1nc(C(C)C)nc2ccccc12	6	i	i	i	i	i	i	i	i	i	-1
CC(=O)Nc1ccc(OS(=O)(=O)c2ccc(C)cc2C)cc1	1	i	i	i	i	i	i	i	i	i	-2
COc1ccc([N+](=O)[O-])cc1NC(=O)c1ccccc1SC	-4	i	i	i	i	i	i	i	i	i	5
COc1cc(N/C=C(\C(C)=O)c2ccccc2)cc(OC)c1	-4	i	nt	-5.4*	i	nt	nt	nt	30*	i	nt
CC(C)C(NC(=O)C1CCCCC1)C(=O)Nc1ccncc1 (stereo unspecified)	-3	i	i	i	i	i	i	i	i	i	-2
COCCNC(=O)CN1c2ccccc2CC1C (stereo unspecified)	-9	i	i	i	i	i	i	i	i	i	1
CCC(C)(C)NC(=O)Cn1c(=O)oc2cc(S(=O)(=O)N3CC(C)CC(C)C3)ccc21 (stereo unspecified)	-6	i	i	i	i	i	i	i	i	i	5
O=C(COC(=O)c1ccc(NS(=O)(=O)c2cccs2)cc1O)NC1CCCCC1	3	i	i	i	i	i	i	i	i	i	6
COc1cccc(C(C)NC(=O)C2CCCO2)c1 (stereo unspecified)	2	i	i	i	i	i	i	i	i	i	3
Cc1ccc(S(=O)(=O)Nc2ccc(Br)cc2/C=N/n2cnnc2)cc1	0	i	i	i	i	i	i	i	i	i	8
C[C@@H]1CCC[C@@]2(O[C@@H](CCO)C[C@@H](O)[C@@H]2O)O1	-6	i	i	i	i	i	i	i	i	i	8
CCCC(=O)Nc1cc2c3c(c1)CC(=O)N3CCC2	3	i	i	i	i	i	i	i	i	i	0
Cn1c(=O)c2c(nc(-n3ccnc3)n2Cc2ccccc2)n(C)c1=O	-2	i	i	i	i	i	i	i	i	i	-1
Cc1cc(-c2ccc(C)c(S(=O)(=O)NCCCN3CCCCCC3)c2)on1	-3	i	i	i	i	i	i	i	i	i	-1
NC(=O)COC(=O)C1c2ccccc2Oc2ccccc21	5	i	i	i	i	i	i	i	i	i	6
Cn1c(CC2C(=O)Nc3ccc(Br)cc32)nc2ccccc2c1=O (stereo unspecified)	2	i	i	i	i	i	i	i	i	i	10
CCOc1ccc(N2C(=O)CC(SCC(=O)O)C2=O)cc1 (stereo unspecified)	3	i	i	i	i	i	i	i	i	i	2
CCOC(=O)C1=C(COC(=O)c2ccc(Br)o2)NC(=O)NC1C (stereo unspecified)	-3	i	i	i	i	i	i	i	i	i	-4
CCCC(=O)Nc1ccc(NC(=O)c2ccccc2F)cn1	-10	i	i	i	i	i	i	i	i	i	-3

# Further compounds:
molecule	HDAC3 inh	TMEM16A inh	TRPC6 activator	ANO1 activ	MrgX1 antag	RGS4 act	TRPC6 inh	RGS4 block	MrgX1 ag	MrgX1 PAM	SKKanGAS inh
CCOc1ccc(CNC(=O)C2CCC(=O)N2C2CCCC2)cc1OC (stereo unspecified)	-3	i	i	i	i	i	i	i	i	i	0
CC(=O)Nc1c(C)nn(-c2ccc([N+](=O)[O-])cc2)c1C	2	i	i	i	i	i	i	i	i	i	-2
Oc1c(Cl)cc(Cl)cc1/C=N/NC(=S)NC1CC2C=CC1C2 (stereo unspecified)	-39	i	i	i	i	i	i	i	i	i	111*
CC1CN(c2sc(S(C)(=O)=O)nc2S(=O)(=O)c2ccc(Cl)cc2)CC(C)O1 (stereo unspecified)	-1	i	i	i	i	i	i	i	i	i	-5
